NPYLR7 ag: activates Aedes aegypti NPYLR7 receptor. HEK293T NPYLR7/Galpha15, GCaMP6s calcium fluorescence. activation, % at 10 µM. 0.15% of 270,000 active. AID 1259423; in the data active = activation above about 40%;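 note: 0% = vehicle and 100% = reference agonist at the receptor; some compounds past the cut are filed as inactive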
hcGAS inh: inhibitors of human cGAS | recombinant h-cGAS, ATP depletion, Kinase-Glo luminescence | inhibition, % at 12.5 µM | 0.081% of 290,000 active | AID 1259398;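 note: 0% = vehicle reaction and 100% = reaction without DNA for no activity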
Target sequence (Q8N884 whole entry, looked up): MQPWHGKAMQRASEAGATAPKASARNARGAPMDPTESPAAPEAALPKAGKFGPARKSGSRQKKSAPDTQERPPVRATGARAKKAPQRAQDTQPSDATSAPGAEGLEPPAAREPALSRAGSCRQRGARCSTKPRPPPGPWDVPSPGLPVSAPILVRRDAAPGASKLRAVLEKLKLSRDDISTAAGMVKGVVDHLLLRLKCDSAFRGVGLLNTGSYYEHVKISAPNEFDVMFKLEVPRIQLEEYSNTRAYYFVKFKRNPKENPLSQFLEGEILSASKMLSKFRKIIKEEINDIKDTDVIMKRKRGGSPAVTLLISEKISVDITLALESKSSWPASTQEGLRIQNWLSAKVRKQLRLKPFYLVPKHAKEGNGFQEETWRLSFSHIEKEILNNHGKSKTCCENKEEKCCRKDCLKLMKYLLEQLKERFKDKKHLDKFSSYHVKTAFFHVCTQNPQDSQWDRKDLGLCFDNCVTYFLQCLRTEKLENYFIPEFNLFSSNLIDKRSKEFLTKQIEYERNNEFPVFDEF
mcGAS inh: mouse cGAS inhibition by luminescence; Q8C6L5; recombinant cGAS, Kinase-Glo ATP depletion luminescence; 0.15% of 160,000 active; inhibition, % at 12.5 µM; AID 1259399;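 note: 0% = negative control wells and 100% = reference inhibitor with no enzyme activity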
* marks the source's active call; other numbers are inactive results; . = not tested or not shown; & = joins results of further samples. Cut-off read from the data, not from the text of the source, unless noted: active = inhibition above about 40%; inactive = the rest.

cpd	SMILES	NPYLR7 ag	hcGAS inh	mcGAS inh
1	CCC(COC)NC(=O)c1c(C)noc1-c1cccc(F)c1 (stereo unspecified)	23.8	-5.5	-6.5
2	Cc1nc2ccccc2c(=O)n1N=Cc1ccccc1Cl	-10.4	0.4	-1.0
3	COCC(=O)N1CCN(Cc2ccc(-c3noc(COC)n3)cc2)CC1	-4.5	-2.9	-3.7
4	COc1ccc(-c2nccn2Cc2ccccn2)cc1CN1CCCC1	12.0	-6.4	-8.1
5	COc1ccc(OS(=O)(=O)c2ccc(S(C)(=O)=O)cc2)cc1	7.0	1.0	-4.8
6	c1nc(N2CCCCC2CN2CCOCC2)c2ccsc2n1 (stereo unspecified)	4.6	-6.4	-8.8
7	O=C(CC1C=CCC1)N1CCOC(CN2CCOCC2)C1 (stereo unspecified)	19.0	-3.2	.
8	O=C(c1ccc(N2CCCS2(=O)=O)cc1)N1CCN(S(=O)(=O)c2ccccc2F)CC1	-5.8	-4.1	.
9	CNc1ncccc1CN1CCN(C(=O)c2ccccc2)CC1	7.6	-7.8	.
10	Cc1ccc2c(n1)OC(COC(C)(C)C)CN(CC(C)C)C2=O (stereo unspecified)	4.2	-10.4	-4.0
11	OCC1N=C(c2ccccn2)OC1c1ccccc1 (stereo unspecified)	5.9	-0.2	-3.6
12	COc1cccc(C2c3[nH]c4ccccc4c3CCN2C(=O)c2cc(C)nn2C)c1OC (stereo unspecified)	-4.1	-5.6	.
13	CNC(=O)CSc1nc(SCC(=O)NC)c2c3c(sc2n1)CC(C)CC3 (stereo unspecified)	-2.2	-0.8	-2.8
14	COc1ccc(C)c2sc(N(CCCN(C)C)C(=O)c3cc(C)on3)nc12	2.2	-11.1	-6.5
15	CCN(CC)C(=O)Cn1cc(C(=O)N2CCN(c3nc4ccccc4s3)CC2)nn1	1.9	3.3	.
16	O=C(CSc1ccc(-c2ccc(-n3ccnc3)cc2)nn1)N1CCCc2ccccc21	-0.3	-4.1	-6.2
17	O=C(CSc1nc2sc3c(c2c(=O)[nH]1)CCCC3)NC1CCCCC1	14.4	-19.0	-2.1
18	Cc1cc(C=NNC(N)=S)c(C)n1CC(F)(F)F	2.4	-10.5	-5.1
19	COc1cccc(-c2cnc(-c3ccc(CNC(=O)COCc4ccccc4)cc3)[nH]2)c1	-0.1	-1.9	-4.2
20	COCCn1c(C(=O)Nc2ccc3c(c2)OCO3)cc2c(=O)n(C)c(=O)n(C)c21	-1.2	-6.4	-8.9
21	Cc1ccc(C(=O)Nc2nnc(CC(C)C)s2)cc1	18.8	-9.8	.
22	C/C=C\COC1CCCN(C(C)=O)C1 (stereo unspecified)	-1.1	-4.0	-5.0
23	Cn1c(C(=O)N2CCCC(N3CCN(c4ccc(F)cc4)CC3)C2)cc(=O)n(C)c1=O (stereo unspecified)	-2.2	-8.3	-10.6
24	O=C1C2=C(N=C3CCCC(=O)C3C2c2cccs2)c2ccccc21 (stereo unspecified)	0.4	-10.1	.
25	CC(C)C(C)N(Cc1ccco1)C(=O)Cc1ccc(O)c(Cl)c1 (stereo unspecified)	6.4	-3.0	.
26	O=C(Nc1ccccc1C(=O)N1CCCCCC1)c1ccc[nH]c1=O	16.0	1.2	-7.4
27	N#CC1C(=N)C(C#N)(C#N)C(c2ccccc2F)C2CCCC=C12 (stereo unspecified)	11.2	-7.1	0.2
28	O=c1[nH]c(CSc2nnnn2C2CCCC2)nc2ccccc12	10.9	-6.7	.
29	CCS(=O)C1CCCCC1NC(=O)C1COc2ccccc2C1 (stereo unspecified)	-17.1	-9.5	.
30	CCN(C(=O)CN1CCN(C)c2ccc(F)cc21)C1CCCCC1	1.5	-4.3	.
31	Cn1c(Cn2c(=O)sc3ccccc32)nnc1SCc1cccnc1	8.4	-2.3	.
32	N#CCN1C(=O)c2ccccc2S1(=O)=O	1.0&10.7	5.4&-1.3	-3.9
33	O=C(Nc1ccc(SCc2ccccn2)nn1)c1cccs1	12.5	-10.0	.
34	Cc1nnc2ccc(OCCNS(=O)(=O)c3ccc(Cl)s3)nn12	6.5	-8.4	-11.5
35	O=C(c1cccc(F)c1)N(Cc1ccc(F)cc1F)CC1CC(c2cccs2)=NO1 (stereo unspecified)	.	0.3	-1.3
36	Cc1nnc(SCC(=O)N2N=C3C(=Cc4ccco4)CCCC3C2c2ccco2)s1 (stereo unspecified)	7.0	-4.8	.
37	CCCCNc1nc2c(s1)C[C@@H]1[C@](C)(CO)[C@H](O)CC[C@@]1(C)[C@@H]2CC(=O)NCCN1CCOCC1	-10.9	-6.0	-7.0
38	O=C(c1ccc(N2CCC(NCCc3cccs3)CC2)cc1)N1CCCC(CO)C1 (stereo unspecified)	5.9	-5.4	.
39	COc1ccc(CC2CN(Cc3nccs3)CCO2)cc1 (stereo unspecified)	6.1	-9.5	.
40	CCc1nnc(NC(=O)c2cc(C)no2)s1	11.8	16.1	46.0*

Single records, as listed above:
Entry for `N#CCN1C(=O)c2ccccc2S1(=O)=O` = NPYLR7 ag: 1.0&10.7; hcGAS inh: 5.4&-1.3; mcGAS inh: -3.9
Entry for `O=C(Nc1ccc(SCc2ccccn2)nn1)c1cccs1` = NPYLR7 ag: 12.5; hcGAS inh: -10.0; mcGAS inh: .

(more compounds)
cpd	SMILES	NPYLR7 ag	hcGAS inh	mcGAS inh
41	COCC(NS(=O)(=O)NCc1ccccc1)c1ccccn1 (stereo unspecified)	.	-5.0	-11.4
42	CN(C)c1ccc(C(N)P(=O)(O)O)cc1 (stereo unspecified)	-6.7	-6.3	.
43	CC(C)NC(=O)C1CCN(C2CCN(C(=O)C3=NNC(=O)CC3)CC2)CC1	20.4	-1.0	.
44	O=C(c1ccc(-n2cnnn2)cc1)N1CC[C@@H](c2ccc(F)cc2)[C@H](O)C1	-2.9	-0.9	.
45	CCc1nc2ccc(C(=O)N(C)Cc3ccco3)cn2c1N(C=O)CC	-6.3	-2.0	-3.5
46	Nc1cccc(Cc2nc3cc(Cl)ccc3o2)c1	-4.9	-1.0	-5.3
47	COc1ccc(NC(=O)C2CCCN2CCOc2cccc(C#N)c2)cc1 (stereo unspecified)	-0.9	-5.1	.
48	O=C(c1cccc2cc[nH]c12)N1CCN(Cc2ccc(-c3noc(-c4ccccc4)n3)cc2)CC1	1.1	-5.2	-6.7
49	CN(CCc1ccccn1)C(=O)CCC1CCCN(c2nc3ccccc3s2)C1 (stereo unspecified)	3.5	-3.0	-9.4
50	CCCCn1c(N)c(CN2CCN(Cc3ccc(Cl)cc3)CC2)c(=O)n(C)c1=O	9.3	-4.9	.
51	COC(=O)c1cccc(CN2C(=O)SC(Nc3cccc4ccccc34)C2=O)c1 (stereo unspecified)	-2.0	-2.3	-3.6
52	COC(=O)NNCc1cc(=O)[nH]c(=O)[nH]1	-6.2	-7.6	.
53	O=C(Nc1cc(Cl)ccc1Cl)c1cnn2c(C(F)(F)F)cc(-c3cccs3)nc12	3.9	-4.0	-3.5
54	CC(C)n1ccnc1CN1CCC(CNC(=O)c2ccsc2)C1 (stereo unspecified)	11.7	-3.9	.
55	CC(C)CC(=O)N1CCN(C(=O)c2ccccc2Nc2ccccc2)CC1	9.9	-7.8	.
56	O=C(CN(C(=O)Nc1ccccc1C(F)(F)F)C1CC1)N(CCc1c[nH]c2ccccc12)Cc1ccc(C(F)(F)F)cc1	14.0	-6.7	-4.2
57	Cc1cccc(-n2c(-c3ccc(Cl)cc3)cc(C(=O)N3CCC(n4c(=O)[nH]c5ccccc54)CC3)c2C)c1	-2.7	-13.0	-5.2
58	COc1cccc(C(=O)Nc2ccc(-n3nc(OCc4ccc(F)cc4)nc3-c3ccc(C(F)(F)F)cc3)cc2)c1	-1.2	-2.8	-0.1
59	Cc1cc(C)c(CNCc2ccc(CN3CCCC3)cc2)c(C)c1	0.8	-13.6	.
60	O=C(NCc1ccc(CN2CCCC2)cc1)c1ccc(C(F)(F)F)[nH]c1=O	7.0	-3.8	.

A draw from above in order of count of non-hydrogen atoms, high to low.
cpd	SMILES	NPYLR7 ag	hcGAS inh	mcGAS inh
56	O=C(CN(C(=O)Nc1ccccc1C(F)(F)F)C1CC1)N(CCc1c[nH]c2ccccc12)Cc1ccc(C(F)(F)F)cc1	14.0	-6.7	-4.2
58	COc1cccc(C(=O)Nc2ccc(-n3nc(OCc4ccc(F)cc4)nc3-c3ccc(C(F)(F)F)cc3)cc2)c1	-1.2	-2.8	-0.1
57	Cc1cccc(-n2c(-c3ccc(Cl)cc3)cc(C(=O)N3CCC(n4c(=O)[nH]c5ccccc54)CC3)c2C)c1	-2.7	-13.0	-5.2
48	O=C(c1cccc2cc[nH]c12)N1CCN(Cc2ccc(-c3noc(-c4ccccc4)n3)cc2)CC1	1.1	-5.2	-6.7
38	O=C(c1ccc(N2CCC(NCCc3cccs3)CC2)cc1)N1CCCC(CO)C1 (stereo unspecified)	5.9	-5.4	.
51	COC(=O)c1cccc(CN2C(=O)SC(Nc3cccc4ccccc34)C2=O)c1 (stereo unspecified)	-2.0	-2.3	-3.6
43	CC(C)NC(=O)C1CCN(C2CCN(C(=O)C3=NNC(=O)CC3)CC2)CC1	20.4	-1.0	.
45	CCc1nc2ccc(C(=O)N(C)Cc3ccco3)cn2c1N(C=O)CC	-6.3	-2.0	-3.5
59	Cc1cc(C)c(CNCc2ccc(CN3CCCC3)cc2)c(C)c1	0.8	-13.6	.
54	CC(C)n1ccnc1CN1CCC(CNC(=O)c2ccsc2)C1 (stereo unspecified)	11.7	-3.9	.
41	COCC(NS(=O)(=O)NCc1ccccc1)c1ccccn1 (stereo unspecified)	.	-5.0	-11.4
39	COc1ccc(CC2CN(Cc3nccs3)CCO2)cc1 (stereo unspecified)	6.1	-9.5	.
46	Nc1cccc(Cc2nc3cc(Cl)ccc3o2)c1	-4.9	-1.0	-5.3
40	CCc1nnc(NC(=O)c2cc(C)no2)s1	11.8	16.1	46.0*
42	CN(C)c1ccc(C(N)P(=O)(O)O)cc1 (stereo unspecified)	-6.7	-6.3	.

(continued)
cpd	SMILES	NPYLR7 ag	hcGAS inh	mcGAS inh
61	COc1cccc(-c2nc(-c3c[nH]c4ccccc34)cs2)c1OC	8.0	-4.3	.
62	CCCCCCCC(=O)N1CCCC(C(=O)NC2CCCC[C@H]2NC(=O)c2ccc(F)cc2)C1 (stereo partly specified)	20.9	-8.7	-8.5
63	Cc1ccc2[nH]c(C(=O)O)c(-c3c(-c4ccccc4)ncn3CCCO)c2c1	24.1	-2.5	-16.9
64	O=c1oc2cc(Cl)ccc2n1CN1CCCN(c2ccc(C(F)(F)F)cn2)CC1	7.6	-7.1	-8.3
65	O=C(Nc1cccc(-c2ccco2)c1)C1CCN(C(=O)/C=C/c2ccccn2)CC1	6.5	-8.7	-10.8
66	COc1ccc2sc(C(=O)Nc3ccc(F)cc3)c(Cl)c2c1	4.1	-8.2	-4.1
67	Cc1nc(SCCn2cnnc2)n[nH]1	.	-1.9	-18.3
68	NC(=O)c1cnc(NC(=O)c2ccccc2Br)s1	19.5	-10.2	.
69	Cc1cc(NCCC(C)N2CCN(C)CC2)nc(N)n1 (stereo unspecified)	.	-10.7	-6.3
70	CC(NC=C1CCCCC1=O)C1CC2CCC1C2 (stereo unspecified)	-12.3	-6.0	.
71	CN(Cc1ccccc1CNC(=O)C1CNC(=O)N1)C1CCCCC1 (stereo unspecified)	4.1	1.5	7.7
72	O=C(c1cn(Cc2ccc(F)cc2)nc1OCc1ccc(F)cc1)N1CCCC1	1.7	-5.6	-5.0
73	CNC(=O)c1cc(-c2c(F)cccc2OC)ccc1Cl	-0.7	-0.4	.
74	Cc1cc(-c2nc(C3(c4ccc(F)cc4)CCOC3)no2)n[nH]1 (stereo unspecified)	9.6	-6.3	.
75	CC(NC(=O)CCn1c(=O)oc2ccccc21)c1ccc(F)c(F)c1 (stereo unspecified)	2.3	-13.8	-8.7
76	CCCC(C)NC(=O)CSc1nc2ccccc2c(=O)n1CC(C)C (stereo unspecified)	15.1	-5.8	-7.7
77	Cc1ccc(CN(Cc2ccc(F)cc2)C(=O)CN(CC2CCCO2)C(=O)c2ccco2)s1 (stereo unspecified)	-0.3	-6.2	-4.1
78	O=C(c1cccs1)N(Cc1nccn1Cc1cccc(C(F)(F)F)c1)C1CCCCC1	18.5	-9.0	-4.4
79	Cc1nn(C2CCS(=O)(=O)C2)c2nc(-c3ccccc3)cc(C(=O)O)c12 (stereo unspecified)	-7.0	-7.2	.
80	Cc1ccc(C2=NN(C(=O)CN3CCN(c4ccccc4F)CC3)C(c3ccc(Cl)cc3)C2)cc1C (stereo unspecified)	-2.0	-3.2	-3.5
81	COCCn1c(C)cc(C(=O)N[C@@H]2CN(C)C[C@H]2CN(C)C)c1C	.	-12.4	-6.3
82	O=C(NNC(=O)C1(c2cccc(Cl)c2)CCC1)c1cccnc1	-0.2	2.1	-3.0
83	Cc1ccc(C2CC(c3cccc(F)c3)=NN2C(=O)CN2CCC(Cc3ccccc3)CC2)cc1 (stereo unspecified)	1.1	-4.4	-5.7
84	Cc1cc(C)cc(NC(=O)C(Cc2ccccc2)N2CC3=C(C2=O)C(c2cccc(Oc4ccccc4)c2)NC(=O)N3C)c1 (stereo unspecified)	-2.6	-5.6	-4.2
85	NCC1CN(c2ccccc2)C(=O)O1 (stereo unspecified)	-5.5	-10.0	.
86	CCCCN(Cc1cccn1Cc1cccc(C)c1)C(=O)CN(CCOC)C(=O)c1ccc(Cl)cc1Cl	.	-5.5	-2.3

Screening data: PubChem, Fisher Drug Discovery Resource Center
